Screening results (PubChem)
Mac1 fbg enh: enhancers of CD11b/CD18 adhesion to fibrinogen, primary screen, K562 cells, luminescence. ATPlite luminescence. activation, % at 10 µM. 0.07% of 93,000 active. AID 1499, 2009;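 active means 10 µM primary screen giving 50% or more activity, confirmed by 40% or more on retest at that dose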; further: strong numbers were not always called active; reference of the scale not given here
FAK inh: FAK kinase inhibitors, primary screen, biochemical | inhibition, %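 (tested at 7 µM)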 | 0.84% of 97,000 active | Focal adhesion kinase 1 (Homo sapiens), Q05397 | biochemical FAK kinase activity assay; in the data active means inhibition above about 19%;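 further: 0% = DMSO and 100% = reference compound high control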
Target sequence (Q05397 whole entry, looked up): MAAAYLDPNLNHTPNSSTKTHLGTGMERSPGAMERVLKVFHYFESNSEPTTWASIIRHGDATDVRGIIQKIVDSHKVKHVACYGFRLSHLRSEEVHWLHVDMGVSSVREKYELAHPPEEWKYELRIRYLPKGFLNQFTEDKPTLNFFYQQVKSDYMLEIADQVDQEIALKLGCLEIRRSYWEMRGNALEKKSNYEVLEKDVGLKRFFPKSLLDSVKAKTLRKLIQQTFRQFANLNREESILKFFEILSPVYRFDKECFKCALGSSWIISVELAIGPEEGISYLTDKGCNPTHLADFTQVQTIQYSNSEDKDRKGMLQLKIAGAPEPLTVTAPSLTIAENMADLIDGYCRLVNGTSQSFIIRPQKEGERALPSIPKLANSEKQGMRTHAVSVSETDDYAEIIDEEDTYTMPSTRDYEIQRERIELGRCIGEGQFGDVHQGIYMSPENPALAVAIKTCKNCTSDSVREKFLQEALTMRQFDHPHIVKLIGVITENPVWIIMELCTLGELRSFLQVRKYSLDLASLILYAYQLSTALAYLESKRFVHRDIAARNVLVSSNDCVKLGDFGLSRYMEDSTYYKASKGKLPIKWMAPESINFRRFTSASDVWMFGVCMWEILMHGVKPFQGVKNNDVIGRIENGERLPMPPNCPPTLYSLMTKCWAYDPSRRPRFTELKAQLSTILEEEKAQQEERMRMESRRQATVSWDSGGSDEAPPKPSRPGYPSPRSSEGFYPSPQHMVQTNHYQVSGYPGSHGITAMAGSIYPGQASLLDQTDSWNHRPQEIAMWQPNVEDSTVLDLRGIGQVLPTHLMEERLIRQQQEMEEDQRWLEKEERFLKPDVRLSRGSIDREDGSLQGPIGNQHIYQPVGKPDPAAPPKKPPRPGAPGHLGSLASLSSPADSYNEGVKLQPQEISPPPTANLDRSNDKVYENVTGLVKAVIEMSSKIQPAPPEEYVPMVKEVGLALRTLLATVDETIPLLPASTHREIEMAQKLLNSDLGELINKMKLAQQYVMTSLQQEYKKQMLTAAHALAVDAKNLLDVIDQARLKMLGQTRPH
PLK1 inh: human PLK1 kinase inhibitors, primary screen, biochemical, TR-FRET | Serine/threonine-protein kinase PLK1 (Homo sapiens), P53350 | recombinant PLK1 kinase, TR-FRET peptide phosphorylation | inhibition, % at 10 µM | 0.53% of 97,000 active | AID 619, 2007;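 active means inhibition of 50% or more in the single-concentration screen; inactive means inhibition below 50%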;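 further: 0% = DMSO max control and 100% = H-89 dihydrochloride min control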
Plk1 PBD FP: Plk1 polo box domain binding inhibitors, primary screen, biochemical, fluorescence polarization; Plk1 PBD phosphopeptide binding; Serine/threonine-protein kinase PLK1 (Homo sapiens), P53350; AID 693, 2007; 0.13% of 97,000 active; inhibition, %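 (tested at about 20 µM)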; in the data active means inhibition above about 34%, passing the limit was not always enough
ERb SRC1 inh: inhibitors of ERβ-SRC1 coactivator interaction, primary screen, biochemical, TR-FRET, ERβ LBD, SRC-1 peptide. Estrogen receptor beta (Homo sapiens), Q92731. TR-FRET ER-beta LBD / SRC1-Cy5 peptide binding; receptor agonist-loaded with 1 µM estradiol. inhibition, % at 25.6 µM. 1.3% of 86,000 active;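 active means compounds whose percent inhibition of the receptor-coactivator binding signal exceeds about 50% in the single-dose screen, limit read from the data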;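 further: 0% = receptor plus peptide wells without compound and 100% = peptide-only wells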
HIV Rev-RRE inh: HIV-1 Rev-RRE binding inhibitors, primary screen, biochemical, FRET, protein-RNA interaction. P05866. Rev peptide-RRE RNA binding. inhibition, % at 8 µM. 0.79% of 97,000 active;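 active means inhibition above the screen-wide mean plus 3 SD, cut at about 35% in these data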;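 further: 0% = median DMSO wells and 100% = median Neomycin B control wells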
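Probe or stimulus: fluorescein-Rev peptide as binding partner; assay system: Cy5-tagged RRE RNA duplex with fluorescein-tagged Rev peptide; timing: 5 min compound–RNA preincubation, then 15 min with peptide, 25 °C; medium: HEPES pH 7.5 buffer with KCl, MgCl2, NaCl and EDTA; signal: fluorescein-to-Cy5 FRET, 480 nm excitation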
CD11b adhes inh: inhibitors of CD11b/CD18 adhesion to fibrinogen, primary screen, K562 cells, luminescence | ATPlite luminescence; Mn2+ added to activate the integrin | 0.54% of 93,000 active | inhibition, % at 10 µM | Integrin beta-2 (Homo sapiens) + Integrin alpha-M (Homo sapiens), P05107+P11215;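 active means primary inhibition of 50% or more at 10 µM, then 40% or more on retest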; further: some results filed as inactive read as strong as hits
ERa SRC1 pot: enhancers of ERα–SRC-1 coactivator binding, primary screen, biochemical, TR-FRET, ERα LBD, low estradiol. TR-FRET ERalpha-LBD/SRC-Cy5 coactivator binding, 2 h; 100 = basal binding, no effect. AID 639, 2007. 1.3% of 86,000 active. Estrogen receptor (Homo sapiens), P03372. coactivator binding (% of control), % at 25.6 µM; in the data active means activity above about 200%;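 further: binding measured in presence of low estradiol as agonist stimulus; 0% = peptide alone without receptor and 100% = receptor with peptide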
ERa coact inh: ERα–SRC-1 coactivator interaction inhibitors, primary screen, biochemical, TR-FRET, ERα LBD, estradiol-bound; inhibition, % at 25.6 µM; TR-FRET ER-alpha LBD / SRC-1 peptide; AID 629, 2007; 1.7% of 86,000 active; in the data active means inhibition above about 50%;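 further: 0% = receptor plus peptide control and 100% = peptide only without receptor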
* marks the source's active call; other numbers are inactive results; / = no result given; [ ] = remark or other dose. Random draw from the library (roughly 4.7% active in at least one column).

Mac1 fbg enh,FAK inh,PLK1 inh,Plk1 PBD FP,ERb SRC1 inh,HIV Rev-RRE inh,mol,CD11b adhes inh,ERa SRC1 pot,ERa coact inh
5,-1,-32,-5,-1[fluorescence artefact?],10,O=C(NCCc1csc(-c2ccc(C(F)(F)F)cc2)n1)c1cccs1,29,97,6[fluorescence artefact?]
/,11,-1,-25,50*[fluorescence artefact?],5,Cc1nc2ccc3nc(NC(=O)c4ccco4)sc3c2s1,/,183,44[fluorescence artefact?]
2,-1,-5,-12,-7,3,Cc1cc(C)nc(-n2nc(C)c(Sc3ccc(F)cc3)c2N)n1,-10,107,-3
-1,1,6,-10,-7,7,CCCCNc1nc(CC(C)=O)ns1,-38,98,-7
-5,1,-9,-34,-1,12,CN(C)C(=O)C(=O)c1cccn1-c1ccccc1C#N,2,92,-7
-7,1,-14,28,/,2,C/C(=N\NC(=O)c1ccc(Br)cc1)C1C(=O)c2ccccc2C1=O,97*,/,/
1,-4,-7,15,/,-2,COC(=O)C1=C(N)Oc2cc(C)[nH]c(=O)c2C1c1cccnc1 (stereo not drawn),9,/,/
-4,1,-8,7,36,4,COC(=O)c1cc2sc(Cl)cc2n1CC(=O)NCC1CCCO1 (stereo not drawn),11,93,-9
-1,1,-8,-11,44[fluorescence artefact?],7,Cc1cc(=O)n2[nH]c(-c3ccco3)nc2n1,-27,75,25[fluorescence artefact?]
-2,-6,-15,-21,0[fluorescence artefact?],-2,O=C(CSc1nnc(-c2ccco2)n1CC1CCCO1)c1ccccc1 (stereo not drawn),-7,139,15[fluorescence artefact?]
0,-1,8,7,-2,3,C=CCN(C(C)=O)C1CC(=O)N(c2ccc(OCCC)cc2)C1=O (stereo not drawn),-3,107,-3
1,0,0,16,13,12,COc1ccccc1CN1C(=O)CCC1(C)C(=O)NCc1cccnc1 (stereo not drawn),2,103,7
/,4,3,18,-4,-1,CCc1ccc(-c2nc(CN3CCCC(C(=O)NCCc4ccc(OC)c(OC)c4)C3)c(C)o2)cc1 (stereo not drawn),/,101,-2
/,7,-7,2,4[fluorescence artefact?],6,Cc1nnc(NC(=O)CCC(=O)N2CCC(C)CC2)s1,/,107,-2
-2,0,-6,-7,4,9,O=C(Nc1ccc(S(=O)(=O)N2CCCCC2)cc1)c1ccccc1Cl,18,97,-6
-4,0,5,-14,/,6,Cc1cccc(N2CCN(C(=O)c3ccc4ncsc4c3)CC2)c1C,24,/,/
0,-1,-5,27,-17,4,C=C(C)C1Cc2c(C)nn(-c3ccccn3)c2C1 (stereo not drawn),31,95,2
0,-11,-4,25,-5,0,CC1CCC(NC(=O)c2ccc(N3CCCC3=O)cc2)CC1 (stereo not drawn),1,143,-4
0,-2,-8,31,10,-2,CCOC(=O)N1CCN(C(=O)CCN2C(=O)COc3ccccc32)CC1,8,114[fluorescence artefact?],16
-4,-1,-9,-19,-2[fluorescence artefact?],6,N/C(Cc1cccs1)=N\OC(=O)COc1ccccc1,-22,113[fluorescence artefact?],8[fluorescence artefact?]
0,-3,-47,-5,20,11,CCOC(=O)N1CCN(C(=O)C2CCN(S(=O)(=O)c3ccc(Br)s3)CC2)CC1,2,93,26
/,-2,-8,-22,-12,7,COc1ccc(-c2nc(C)c(C(C)=O)n2O)cc1,/,100,0
/,2,-9,-12,25,-6,COC(=O)c1sc(NC(=O)c2ccoc2C)nc1C,/,83,16
-3,-3,1,-15,-1,3,CCOC(=O)CN(C(=O)CN1CCOCC1)c1ccc(Br)cc1,5,97,-2
1,3,-5,1,-11,3,COc1ccc2[nH]cc(C(=O)CN3CCN(C(=O)c4ccco4)CC3)c2c1,-3,113,-12
-2,-8,-4,-2,-28,1,COc1ccc(NC(=O)c2[nH]c(C)c(C(C)=O)c2C)cc1Cl,21,101,-23
2,-1,-9,-9,-1,4,COc1cccc(C2=NO[C@@H]3C(=O)N(c4ccc5c(c4)OCCO5)C(=O)[C@H]23)c1OC,21,104,11
0,1,-1,-6,-10[fluorescence artefact?],4,CC(C)(C)Sc1nc(O)cc(=O)[nH]1,-12,100,-7
0,/,/,/,-10,/,COc1ccc(OC)c(Nc2cc(C)nc3nc(C)nn23)c1,1,106,-1
2,-2,-6,-40,/,3,O=c1cc(CO)oc(CN2CCN(CCO)CC2)c1O,-3,/,/
/,-5,-12,2,0[fluorescence artefact?],5,CCc1ccc(N/C(SCc2cccc(F)c2)=C(/C#N)C(=O)NCc2ccco2)cc1,/,109,7
-3,0,-8,-8,-2,4,COC(=O)Nc1c(C)n(C)n(-c2ccccc2)c1=O,-23,118,-4
/,-4,-6,-28,/,9,CCOC(=O)c1cc(-c2ccco2)nc2c1c(C)nn2-c1cccc(Cl)c1,/,/,/
-3,1,-10,-18,-6,1,COc1ccccc1Oc1coc2cc(OC(=O)N3CCOCC3)ccc2c1=O,-13,105,-4
2,/,/,/,8,/,Cc1nn2c(-c3ccc(Cl)cc3)nnc2s1,-7,109,9
1,/,/,/,-3,/,O=C(Cn1cc2c(n1)CCCC2)N1CCCc2ccccc21,2,115,-3
23,1,-9,-29,-7[fluorescence artefact?],4,O=C(NC1CCCC1)c1ccc(CS(=O)(=O)c2ccc(Br)cc2)o1,0,113,2
/,2,-6,-10,1,7,COc1ccc(OC)c(S(=O)(=O)N2CCCc3ccccc32)c1,/,106,-3
-3,/,/,/,-2,/,O=C(CSc1nncs1)N1c2ccccc2Sc2ccccc21,1,94,0
3,0,2,8,/,5,Cc1ccc(NC(=O)CNC(=O)c2ccccc2F)cc1Cl,1,/,/
9,-2,-1,-3,-3,6,CC(NC(=O)COc1ccc(Br)cc1)C(=O)O (stereo not drawn),11,127,-6
-4,5,-15,-40,9,6,Cc1ccc(NC(=O)CS(=O)(=O)c2c[nH]c3ccccc23)c(C)c1,8,98,4
-3,5,-12,-10,/,7,CC(C)CCNC(=O)C1C2C=CC3(CN(Cc4ccccc4Cl)C(=O)C13)O2 (stereo not drawn),-2,/,/
-5,-1,-4,-22,-4[fluorescence artefact?],6,Cn1nc([N+](=O)[O-])nc1Oc1ccc2ccccc2c1,7,103,8[fluorescence artefact?]
/,-1,2,-1,48,1,Cn1c(O)c(C(C#N)=C2N=c3ccccc3=N2)c2ccccc21,/,68,80*[fluorescence artefact?]
-1,1,-9,15,-5[fluorescence artefact?],10,Cc1ccc(Cn2ccc(NC(=O)CCSc3nc(-c4ccco4)cc(C(F)(F)F)n3)n2)cc1,19,112,0
/,8,-4,-24,/,-1,O=C(c1ccco1)N(CCC(c1ccccc1)c1ccco1)Cc1ccc(F)cc1 (stereo not drawn),/,/,/
1,0,-8,-20,8,4,Cn1c(=O)n(C)c2cc(C(N)=O)ccc21,-1,94,-5[fluorescence artefact?]
-1,2,-6,5,/,6,CN(Cc1ccccc1)C(=O)c1ccccc1NC(=O)c1ccccc1,4,/,/
/,-2,-12,11,/,2,COc1ccc(C(=O)NC(Oc2ccccc2)C(Cl)(Cl)Cl)cc1 (stereo not drawn),/,/,/

(more compounds)
Mac1 fbg enh,FAK inh,PLK1 inh,Plk1 PBD FP,ERb SRC1 inh,HIV Rev-RRE inh,mol,CD11b adhes inh,ERa SRC1 pot,ERa coact inh
4,0,-1,6,7,-7,CCOP(=O)(c1ccc(N(C)C)cc1)C(O)c1c(Cl)cccc1Cl (stereo not drawn),-18,115,1
-2,-1,1,2,-12,2,CC(C)OCCCNC(=O)C(C)Oc1ccccc1 (stereo not drawn),0,114,-1
-2,0,-7,-16,1[fluorescence artefact?],1,COc1cc(CNn2nnnc2N)ccc1OCC(=O)NC(C)(C)C,-14,116,7[fluorescence artefact?]
/,3,-15,-14,6,1,COCCNC(=O)C(c1ccc(C)o1)N(Cc1ccco1)C(=O)c1snc(C(N)=O)c1N (stereo not drawn),/,96,-15
-2,/,/,/,-13,/,CCNc1nc(NCC)nc(OCCOC(=O)c2ccccc2)n1,-9,115,-4
3,4,-2,-5,-2[fluorescence artefact?],14,CCn1c(SCC(=O)Nc2ccccc2C(=O)OC)nnc1-c1cccc(C)c1,-23,97[fluorescence artefact?],10[fluorescence artefact?]
/,-8,-8,10,-5,4,Oc1ccccc1C1=NOC(O)(C(F)F)C1 (stereo not drawn),/,125,4
-3,/,/,/,-2,/,Nc1cc(Br)c(N)c(Br)c1,-2,109,2[fluorescence artefact?]
6,-2,-6,-2,-2,8,CCCN(CCC)CCNC(=O)C(NS(=O)(=O)c1ccc2c(c1)CCC(=O)N2)c1ccccc1 (stereo not drawn),-49,108,-2
2,1,-3,-18,/,6,O=C(Nc1ccc2c(c1)OCCO2)C1CCCN(c2ncccn2)C1 (stereo not drawn),-2,/,/
-1,0,-3,-42,1,2,CCOCCCn1c(=S)[nH]c2cc(C(=O)N3CCN(C)CC3)ccc2c1=O,-8,100,-2
/,0,-1,-2,/,2,Cn1nc(-c2ccccc2)c(C(=O)Nc2ccc(Cl)cc2)c1Cl,/,/,/
-1,3,-6,14,/,11,Fc1ccc(CSc2nncn2NC/C=C/c2ccccc2)cc1,3,/,/
0,4,-8,-3,-2,36*,Cc1ccc2[nH]c3c(c2c1)CN(C(=O)CN1CCSCC1)CC3,-2,99,-20
/,0,-11,-11,-10,3,CC1CCCN(CCCNC(=O)C2CC(=O)N(c3ccc(F)c(Cl)c3)C2)C1 (stereo not drawn),/,134,-3
0,0,-6,5,5,-1,O=C(CS(=O)(=O)Cc1ccccc1)NCc1ccc2c(c1)OCO2,5,123,10
-1,-1,-2,23,31[fluorescence artefact?],8,CCOc1ccc(OCC)c(NC(=O)CSc2nc3ccccc3c(=O)n2C)c1,9,144,50*[fluorescence artefact?]
-4,/,/,/,-4,/,Cc1cc(C)c(S(=O)(=O)Nc2cccc3nsnc23)c(C)c1,22,100[fluorescence artefact?],0
/,-1,-3,1,-5[fluorescence artefact?],6,COC(=O)CCCC[C@@H]1SC[C@@H](NC(=O)OC)[C@@H]1NC(=O)OC,/,103,-1
5,-4,-13,-22,5,6,CNC(=O)N(O)C1N(C)C(=O)N(Cc2ccccc2)C1(C)C (stereo not drawn),23,116,-13[fluorescence artefact?]
-2,-1,0,11,-5,-2,CC1CC(C)CN(CCC(=O)Nc2cccc(Cl)c2)C1 (stereo not drawn),16,120,4

Compounds above that have a tert-butyl group, in the order listed:
Mac1 fbg enh,FAK inh,PLK1 inh,Plk1 PBD FP,ERb SRC1 inh,HIV Rev-RRE inh,mol,CD11b adhes inh,ERa SRC1 pot,ERa coact inh
0,1,-1,-6,-10[fluorescence artefact?],4,CC(C)(C)Sc1nc(O)cc(=O)[nH]1,-12,100,-7
-2,0,-7,-16,1[fluorescence artefact?],1,COc1cc(CNn2nnnc2N)ccc1OCC(=O)NC(C)(C)C,-14,116,7[fluorescence artefact?]

With a hit mark in ERb SRC1 inh, among the entries above:
Mac1 fbg enh,FAK inh,PLK1 inh,Plk1 PBD FP,ERb SRC1 inh,HIV Rev-RRE inh,mol,CD11b adhes inh,ERa SRC1 pot,ERa coact inh
/,11,-1,-25,50*[fluorescence artefact?],5,Cc1nc2ccc3nc(NC(=O)c4ccco4)sc3c2s1,/,183,44[fluorescence artefact?]
